Screens (PubChem)
Calpain2 inh: inhibitors of pig calpain II, primary screen, biochemical, fluorogenic peptide substrate, 1536-well | purified calpain II, 30 min | inhibition, % at 16 µM | 0.37% of 220,000 active;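 active = inhibition above about 50%, limit read from the data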
TRPN1 ag: zebrafish TRPN1 channel agonists, primary screen, cell-based, HEK293, calcium fluorescence. HEK293 zebrafish TRPN1-YFP, Fluo-8 calcium fluorescence; 100% = response to 87 µM carbachol. activation, % at 3 µM. 0.18% of 220,000 active. AID 1424, 2008;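 active = activation above its plate's cutoff, the mean activation of test wells on that plate plus 3 SD, cut at about 19% in these data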;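 note: 0% = DMSO alone and 100% = 87 µM carbachol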
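System: zebrafish TRPN1-YFP in HEK293 cells / Dosing: 3 µM single point / Timing: dye loading 1 h at 37 °C, then 30 min room temperature / Signal: Fluo-8 calcium fluorescence, excitation 470-495 nm, emission 515-575 nm / Read-out basis: percent activation from peak over basal fluorescence ratio, control-normalized / Control set: high carbachol 87 µM, low DMSO alone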
S1P4 ag: S1P4 receptor agonists, primary screen, cell-based. Sphingosine 1-phosphate receptor 4 (Homo sapiens), O95977. S1P4-expressing cell line, agonist reporter assay. activation, % at 4.98 µM. 0.35% of 220,000 active. AID 1509, 2009; in the data active = activation above about 11%;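 note: 0% = DMSO vehicle and 100% = reference agonist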
TRPML3 ag: human TRPML3 channel agonists, primary screen, cell-based, HEK293 TRPML3-YFP, Fluo-8 calcium fluorescence, 3 µM; Mucolipin-3 (Homo sapiens), Q8TDD5; 100% = the carbachol control signal; activation, % at 3 µM; 0.29% of 220,000 active; AID 1448, 2008;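 active = activation above its plate's cutoff, the mean activation of the plate's test wells plus 3 SD, cut at about 12% in these data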;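 note: 0% = DMSO only wells and 100% = carbachol wells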
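Test system – HEK293 line with stable expression of human TRPML3-YFP channel · Control set – carbachol 87 µM final as high control (100%), DMSO as low control (0%) · Signal – Fluo-8 calcium dye fluorescence, ex 470-495, em 515-575 nm · Incubation – 1-h 37 °C dye load, 5-s basal, 120-s post-compound reads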
S1P4 antag: S1P4 receptor antagonists, primary screen, cell-based; Sphingosine 1-phosphate receptor 4 (Homo sapiens), O95977; S1P4-expressing cells, antagonist mode, reporter read-out; inhibition, % at 4.98 µM; 0.26% of 220,000 active; AID 1510, 2009; in the data active = inhibition above about 29%;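 note: 0% = wells stimulated with agonist and 100% = vehicle wells without agonist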
PERK inhibitor: block of dimerizer-induced PERK translation repression, primary screen, PERK inhibitor project, CHO PERK-DD cells, SEAP luminescence, HTS; Eukaryotic translation initiation factor 2-alpha kinase 3 (Homo sapiens), Q9NZJ5; CHO PERK-DD fusion, SEAP luminescence translation reporter; inhibition, % at 5.6 µM; 0.17% of 220,000 active; AID 1416, 2008;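 active = inhibition above the mean inhibition of all tested compounds plus 3 SD, set separately per screening campaign, cut at about 2.9% in these data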;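 note: PERK kinase domain activated by AP20187 dimerizer at 100 nM; 0% = DMSO with dimerizer and 100% = rapamycin at 8.4 µM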
Target sequence (Q9NZJ5 whole entry, looked up, the tested form may be a part): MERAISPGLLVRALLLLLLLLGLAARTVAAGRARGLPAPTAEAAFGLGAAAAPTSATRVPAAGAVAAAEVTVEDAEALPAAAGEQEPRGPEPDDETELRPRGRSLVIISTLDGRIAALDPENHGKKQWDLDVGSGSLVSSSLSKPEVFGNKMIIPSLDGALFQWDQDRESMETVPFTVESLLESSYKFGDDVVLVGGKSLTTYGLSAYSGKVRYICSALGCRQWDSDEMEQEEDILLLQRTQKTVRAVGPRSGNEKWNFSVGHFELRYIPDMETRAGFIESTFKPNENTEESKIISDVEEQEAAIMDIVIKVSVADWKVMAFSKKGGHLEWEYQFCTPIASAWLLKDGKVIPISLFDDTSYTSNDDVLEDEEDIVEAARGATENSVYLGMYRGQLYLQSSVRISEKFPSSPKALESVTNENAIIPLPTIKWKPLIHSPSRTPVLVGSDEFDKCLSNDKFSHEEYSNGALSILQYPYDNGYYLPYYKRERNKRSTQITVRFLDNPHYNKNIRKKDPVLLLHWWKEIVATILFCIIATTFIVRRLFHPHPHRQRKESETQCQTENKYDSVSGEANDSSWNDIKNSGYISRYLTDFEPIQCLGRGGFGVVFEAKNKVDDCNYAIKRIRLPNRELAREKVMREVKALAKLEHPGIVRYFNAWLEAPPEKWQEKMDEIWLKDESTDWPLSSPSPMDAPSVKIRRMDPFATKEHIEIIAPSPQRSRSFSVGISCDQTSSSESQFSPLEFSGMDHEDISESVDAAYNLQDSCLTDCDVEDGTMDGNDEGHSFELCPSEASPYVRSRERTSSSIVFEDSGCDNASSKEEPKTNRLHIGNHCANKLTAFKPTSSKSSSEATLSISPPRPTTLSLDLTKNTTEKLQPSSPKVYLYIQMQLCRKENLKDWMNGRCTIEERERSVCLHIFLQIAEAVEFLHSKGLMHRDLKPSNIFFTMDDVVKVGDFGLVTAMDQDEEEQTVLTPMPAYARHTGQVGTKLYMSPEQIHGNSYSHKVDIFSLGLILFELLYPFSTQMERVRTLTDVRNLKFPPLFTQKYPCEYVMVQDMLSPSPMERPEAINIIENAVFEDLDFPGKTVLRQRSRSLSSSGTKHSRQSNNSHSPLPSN
BaF3 parental: parental Ba/F3 cell viability inhibition, counter-screen for JAK2V617F inhibitor project, murine pro-B, CellTiter-Glo luminescence | CellTiter-Glo ATP luminescence | inhibition, % at 5.6 µM | 1.1% of 220,000 active | AID 1486, 2009;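 active = inhibition above a per-campaign cutoff, the mean inhibition of all tested compounds plus 3 SD, cut at about 27% in these data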;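 note: 0% = DMSO wells and 100% = JAK Inhibitor I control wells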
EP2 mod: EP2 receptor modulators, cAMP readout, primary screen, cell-based, HTRF cAMP, PGE2 stimulation | Prostaglandin E2 receptor EP2 subtype (Homo sapiens), P43116 | EP2-expressing cells, cAMP HTRF FRET, PGE2 co-stimulation | induction, % at 25 µM | 0.83% of 260,000 active | AID 940, 2007;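 active = compounds whose cAMP rise, as percent of the full-agonist control response, exceeds 60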;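 note: rat C6 glioma line stably carrying human EP2 under a CMV promoter; the protocol text gives 20 µM as final concentration; 100% = response of wells given 1 µM PGE2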
Ba/F3 V617F tox: reduced viability of JAK2V617F-dependent Ba/F3 cells, primary screen, JAK2V617F inhibitor project, cell-based, Ba/F3 EpoR-JAK2V617F, luminescence; ATP luminescence; inhibition, % at 5.6 µM; 1.1% of 220,000 active; AID 1446, 2008;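 active = inhibition above the campaign mean plus 3 SD over all tested compounds, cut at about 24% in these data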;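 note: cytokine-independent growth of Ba/F3 cells driven by EpoR plus mutant JAK2; 0% = DMSO-treated cells and 100% = JAK inhibitor I control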
Starred values were filed as active, the others as inactive; x = not tested or not shown. Some of the compounds tested (hit frequency here may not be typical).

mol	Calpain2 inh	TRPN1 ag	S1P4 ag	TRPML3 ag	S1P4 antag	PERK inhibitor	BaF3 parental	EP2 mod	Ba/F3 V617F tox
Cc1nn(-c2ccccc2)c2c1CC1(C(=O)N(C)C(=O)N(C)C1=O)C1CCCCN21 (stereo not drawn)	-60	0.2	1.2	0.5	-11	-0.6	2	10	-2
COc1ccc(Cn2c(N)c(C(=O)NCc3ccco3)c3nc4ccccc4nc32)cc1OC	x	-0.4	0.6	0.3	2	-0.7	9	x	3
COc1ccc(OC)c(N2C(=O)NC(=O)C(CCc3ccncc3)(CCc3ccncc3)C2=O)c1	-12	0.2	-1.2	0.5	-12	1.2	0	-5	-2
CCc1ccc(N2C(=O)NC(=O)C(CCc3ccncc3)(CCc3ccncc3)C2=O)cc1	-7	0.4	-3.5	0.9	-13	0.1	4	-3	-2
Cc1ccccc1NC(=S)NC(NC(=O)CF)C(Cl)(Cl)Cl (stereo not drawn)	1	2.3	1.4	0.7	1	0.7	6	19	-4
CCC(C)n1c(O)c(/C=N/Nc2nc3c(c(=O)n(C)c(=O)n3C)n2C)c(=O)[nH]c1=S (stereo not drawn)	-6	1.9	-1.9	1.6	10	0.5	-1	-11	-4
C/C(=N\Nc1ccccc1)c1c(O)n(Cc2ccccc2)c(=O)[nH]c1=O	2	1.3	1.2	1.0	-9	-0.2	3	2	1
CC1CCCN(CC(=O)c2ccc(Cl)c(Cl)c2)C1 (stereo not drawn)	2	-0.7	0.9	0.6	-7	0.9	7	20	-1
CCN1CCN(S(=O)(=O)c2cnc(Cl)c(Br)c2)CC1	-1	-0.6	-0.4	0.2	-2	1.0	3	8	-4
O=C(CN1CC(c2ccccc2)CC1=O)Nc1ccccc1 (stereo not drawn)	18	-0.2	1.4	-0.6	-17	0.5	3	37	0
O=C(Cn1nc(Cc2cccnc2)c2ccccc2c1=O)N1CCC2(CC1)OCCO2	-11	-0.2	0.4	1.2	0	1.0	5	28	0
COCCOC(=O)c1c(N)n(Cc2ccco2)c2nc3ccccc3nc12	x	1.8	0.9	1.1	-5	-0.3	5	x	-4
CCN(c1ccc(C(O)(C(=O)OC)C(F)(F)F)cc1)S(=O)(=O)c1ccc(C)cc1 (stereo not drawn)	-7	-0.9	3.0	-1.2	9	-0.2	5	-14	-2
C=CCNC(=S)/N=C/c1c(O)[nH]c(=O)[nH]c1=O	15	1.9	1.4	1.1	-12	1.0	5	7	3
O=C1C2CCCN2C(c2ccncc2)N1c1ccc(Cl)c(Cl)c1 (stereo not drawn)	-43	0.2	2.0	0.5	0	0.3	2	13	1
O=c1[nH]c(=O)n(-c2ccc(Cl)cc2)c(O)c1C=Nc1ccc(S(=O)(=O)Nc2nccs2)cc1	-4	0.3	0.7	1.5	-12	1.4	5	22	1
COc1cccc(NP(=O)(Oc2ccccc2Cl)Oc2ccccc2Cl)c1	34	0.1	3.7	0.7	-4	0.5	5	8	1
CCCCn1c(O)c(C(CC)=NCCN2CCCCC2)c(=O)[nH]c1=O	-7	0.5	-0.2	0.3	-23	1.5	3	2	1
CCCCc1nc(N2CCNCC2)c(C#N)c2c1CSC(C)(C)C2	-31	0.4	-1.3	0.3	-14	-0.4	6	51	0
C/C(=N\NP(=S)(c1ccccc1)c1ccccc1)c1ccc(O)cc1O	-12	-1.1	1.7	-0.7	-13	0.7	-2	2	-1
c1cnc(N2CCNCC2)nc1	-28	0.9	0.1	0.1	1	1.0	4	19	-3
COc1ccccc1-n1c(O)c(C=Nc2c(C)n(C)n(-c3ccccc3)c2=O)c(=O)[nH]c1=O	-33	0.9	1.4	0.6	-19	0.8	8	11	-1
CC1(c2ccc(Cl)cc2Cl)OCC(Cn2cncn2)O1 (stereo not drawn)	-1	-0.6	0.1	0.4	-11	1.0	6	22	-2
CN(C)CCN=Cc1c(O)n(-c2cccc(C(F)(F)F)c2)c(=O)[nH]c1=O	13	0.6	3.0	0.4	-13	0.9	3	-3	-2
Oc1cccc2nc3ccccc3nc12	5	-0.5	0.2	0.2	-1	1.1	-5	-21	-1
COc1cc(Br)cc(CN2CCN(C)CC2)c1O	1	-0.4	2.1	0.0	-1	0.4	2	16	-5
CC(C)N1C(=O)NC(=O)C2(Cc3cc([N+](=O)[O-])ccc3N(C)C2c2ccccc2)C1=O (stereo not drawn)	-7	-0.3	1.2	-0.2	7	-0.2	4	-6	-4
c1ccc2c(c1)CSc1ccccc1C2C1=NCCN1 (stereo not drawn)	9	1.3	0.1	0.9	-12	-0.4	4	9	2
CC(=Nc1c(C)n(C)n(-c2ccccc2)c1=O)c1c(O)n(Cc2ccccc2)c(=O)[nH]c1=O	20	-0.1	1.2	-0.3	-6	0.0	1	6	-3
COc1ccc(OC)c2c1CCC1NCCOC21 (stereo not drawn)	-10	-0.6	1.5	0.0	-2	0.3	9	37	-2
Nc1c(C(=O)NCc2ccco2)c2nc3ccccc3nc2n1Cc1ccccc1	-499	0.5	-0.1	-0.6	-4	-0.4	4	53	3
CC1=C(C(=O)Nc2ccccc2)S(=O)(=O)CCO1	-18	0.2	0.0	1.3	7	1.8	1	8	-2
CC(=O)Nc1ccccc1C(=O)OCc1cccc(F)c1	-13	-1.0	0.4	-0.2	-3	0.3	6	15	-1
C=C1[C@@H](C)[C@H]2[C@H](Cc3ccccc3)NC(=O)[C@]23OC(=O)/C=C/[C@H](O)CCC[C@@H](C)C/C=C/[C@H]3[C@@H]1O	-5	1.8	0.0	1.1	44*	1.0	48*	-15	44*
O=[N+]([O-])/C(Cl)=C1\NCCN1Cc1ccc(Cl)nc1	-25	2.1	-0.7	0.9	-2	1.4	1	20	-1
Cc1ccc(CNCCc2ccccc2F)cc1	-2	-2.3	-0.6	-0.1	-19	0.3	5	5	-1
Cc1c(C(=O)N2CCC3(CC2)OCCO3)sc2ncnc(N(C)c3ccccc3)c12	6	2.1	-1.6	1.4	-14	-0.2	3	9	-1
O=C(Cc1ccc([N+](=O)[O-])cc1)N1CCN(Cc2ccc3c(c2)OCO3)CC1	3	-0.1	0.8	1.3	-4	-1.8	2	-22	-2
O=P(OCC(F)(F)C(F)F)(N1CCCCC1)N1CCCCC1	4	0.3	-0.7	0.5	-20	0.4	4	-6	0
COc1ccc(CCC(=O)N2CCC3(CC2)OCCO3)cc1	25	-0.3	-2.4	0.0	-2	1.0	3	6	-4
Cc1cc(C)[n+](C2C3CC4CC(C3)CC2C4)o1 (stereo not drawn)	21	2.0	-0.6	0.2	8	0.7	66*	12	68*
Cc1ccc(CN2CCCC(C(=O)c3sccc3C)C2)o1 (stereo not drawn)	12	0.0	-0.7	-0.4	-21	-0.2	3	-2	1
O=C1NC(=O)C(Cc2cccs2)C(=O)N1	6	-0.7	1.0	-0.1	-1	0.6	1	23	-4
CCCCCSc1cc(OC)c(CCN)cc1OC	10	-0.3	-2.2	1.0	4	-1.7	10	-4	8
Nc1ccc(N2CCN(Cc3ccccc3Cl)CC2)c(Cl)c1	6	-0.8	-3.0	-0.3	-22	-0.1	3	-6	-1
Cc1oc(-c2ccc(F)cc2F)nc1CN1C[C@@H]2C[C@@H](C1)c1cccc(=O)n1C2	-32	0.4	0.0	-0.2	-7	-0.3	0	16	1
CN(C)CCCN=Cc1c(O)n(CCc2ccccc2)c(=O)[nH]c1=O	3	2.2	0.1	1.5	-15	-0.2	4	12	1
O=C1NC(=O)N(Cc2ccc(F)cc2)C(=O)/C1=C\c1ccoc1	-8	13	0.6	8.6	0	1.8	2	-40	0
[N-]=[N+]=CC(=O)OC[C@H](N)C(=O)O	3	0.3	2.9	0.6	-13	1.2	5	29	-1
C=CCOC(=O)C1=C(C)OC(N)=C(C#N)[C@@]12C(=O)N(CC(N)=O)c1ccccc12	-2	-0.6	1.3	-0.1	-1	1.2	5	24	4

Going on with the list.
mol	Calpain2 inh	TRPN1 ag	S1P4 ag	TRPML3 ag	S1P4 antag	PERK inhibitor	BaF3 parental	EP2 mod	Ba/F3 V617F tox
COc1cc2c(cc1OC)CC[N+](C)=C2	-372	0.6	0.1	0.6	6	1.3	-7	5	0
CC1CCN(c2cc(Br)c([N+](=O)[O-])cc2F)CC1	7	-0.5	1.0	0.7	-15	0.1	-7	-5	0
O=C(Nc1nccs1)C(Cl)(Cl)Cl	-18	1.4	2.5	1.0	-10	-0.5	5	9	2
CC(C)Oc1ccc(CCN)cc1Cl	0	2.8	2.2	0.5	-6	1.4	0	-35	-2
O=C1NC(=S)N(c2ccccc2F)C(=O)/C1=C\c1cccs1	-33	0.1	-0.8	1.1	-10	0.8	0	-3	0
CC/C(=N\Nc1cccc2ccccc12)c1c(O)[nH]c(=O)[nH]c1=O	-21	-0.3	2.9	0.4	-9	-0.2	4	2	2
CCn1c(O)c(/C=N/N2CCOCC2)c(=O)n(CC)c1=S	37	2.5	-4.4	0.6	0	0.0	7	12	4
N[C@@H](Cc1c[nH]c2ccccc12)c1nnc(SCc2ccccc2)o1	-3	-0.3	0.1	-0.7	-11	0.0	6	1	-1
C=CCn1c(O)c(C(C)=Nc2cccc(C(F)(F)F)c2)c(=O)[nH]c1=O	-3	1.4	-0.9	1.1	7	-0.9	-9	-10	0
CCN(CC)CCN=Cc1c(O)n(CCc2ccccc2)c(=O)[nH]c1=O	-4	1.4	1.8	0.9	-10	0.2	8	-2	1
O=c1[nH]c(=O)n(-c2ccc(Br)cc2)c(O)c1C=NC(CO)(CO)CO	-14	0.3	-0.6	0.3	-3	1.9	-4	38	-3
COC(=O)NC(=C(Cl)Cl)P(=O)(c1ccccc1)c1ccccc1	-17	0.2	0.8	0.5	17	-0.7	1	27	0
CC1(C)C2CC=C(CN3CCC(O)CC3)C1C2 (stereo not drawn)	-38	1.2	-2.9	0.5	-1	1.2	4	-12	3
O=[N+]([O-])NC1=NCN(Cc2ccco2)CN1Cc1ccco1	27	0.7	0.2	0.5	-13	0.2	4	-6	2
O=C(C1CC(=O)N(C2CCCC2)C1)N1CCC2(CC1)OCCO2 (stereo not drawn)	-2	0.8	-0.2	-0.1	-9	0.4	2	17	2
